PAX8 reporter: inhibitors of PAX8 transcriptional activity in RMG-I cells; RMG-I TPO-luciferase reporter, SteadyGlo, 24 h; inhibition, % at 12.6 µM; hit rate 1.2% among 360,000;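 active = mean replicate inhibition at least 60% with every replicate also reaching 60%; inconclusive = only one of the two criteria is met; inactive = mean below 60% and not all replicates reaching 60%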;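 also: luciferase light reporting Pax8 driven TPO promoter activity; plate controls were median of neutral control wells for no effect and mitoxantrone controls for full effect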
EWS-Fli inh: blocks EWS/Fli oncoprotein-driven transcription. inhibition, % at 12.6 µM. AID 651661. A673 NR0B1-luciferase reporter, viability-normalised. hit rate 0.67% among 350,000;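 active = mean inhibition of at least 50% after viability correction, with every replicate also passing that limit; inconclusive = mean reaches 50% but only one of two replicates passes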;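 also: firefly luciferase signal divided by Alamar Blue viability fluorescence both relative to DMSO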
FN deposition inh: fibronectin deposition inhibition. AH1F fibroblasts, Alexa488-fibronectin deposition fluorescence, overnight. inhibition, % at 12.6 µM. hit rate 0.086% among 350,000. AID 743247;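 active = mean inhibition across replicates of 30% or more, regardless of how many single replicates reach that level; inconclusive = mean under 30% yet at least half of replicates reach 30%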;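 also: positive control wells lacked labelled fibronectin entirely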
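test system = AH1F fibroblasts assembling fluorescent fibronectin matrix | quantity = 10000 AH1F cells per well | buffer or medium = DMEM plus 2% serum, read in PBS | doses = single dose, pinned | incubation = 1 h cell attachment, overnight exposure to compound and label | detection = fluorescence at 485 nm excitation, 525 nm emission | read-out basis = inhibition from reduced deposited-fibronectin fluorescence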
LGR2 inh: Drosophila LGR2 receptor signaling inhibition | hit rate 0.35% among 380,000 | AID 720647 | HEK293 LGR2, CRE-luciferase, bursicon-stimulated, 4 h | inhibition, % at 9.99 µM;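 active = drop in luminescence signal, shown as inhibition above about 50% in the replicate tests, limit read from the data, passing the limit was not always enough; inconclusive = probably only some replicates passing the limit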;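 also: agonist challenge used bursicon conditioned medium at about half maximal strength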
PGC1a acetyl inh: lowers PGC1a acetylation signal in U2OS cells; hit rate 0.17% among 350,000; AlphaScreen anti-acetyl-lysine; with virally co-expressed GCN5 acetyltransferase; inhibition, % at 15.6 µM;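 active = every replicate shows inhibition of at least 40%; inconclusive = mean inhibition at least 40% but some replicate below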;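 also: 0% = neutral control wells and 100% = positive control wells; some results beyond the cut were filed as inactive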
CASP6 VEID inh: blocks human caspase-6 cleavage activity. P55212. purified caspase-6, Z-VEID-R110 cleavage fluorescence. inhibition, % at 12.5 µM. hit rate 0.53% among 350,000. AID 686996;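 active = mean inhibition across replicates at least about 35%, with every replicate also reaching that limit, limit read from the data; inconclusive = only one of the two criteria met; inactive = neither criterion met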;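 also: 0% = median of neutral control wells and 100% = no fluorescence left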
Target sequence (P55212 24-179 limits assumed): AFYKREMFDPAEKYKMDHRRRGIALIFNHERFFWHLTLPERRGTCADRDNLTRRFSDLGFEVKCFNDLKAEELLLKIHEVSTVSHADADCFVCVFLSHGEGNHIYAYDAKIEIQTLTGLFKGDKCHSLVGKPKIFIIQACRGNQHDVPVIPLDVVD
Target sequence (P55212 194-293 limits assumed): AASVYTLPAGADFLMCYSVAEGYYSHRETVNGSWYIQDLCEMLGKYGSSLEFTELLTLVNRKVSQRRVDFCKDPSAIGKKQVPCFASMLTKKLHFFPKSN
Cneo AK release: Cryptococcus neoformans lysis via adenylate kinase release; C. neoformans lysis, adenylate kinase release luminescence, 4 h; normalised: neutral wells 0, clomiphene wells 100; lysis activity, % at 15 µM; hit rate 0.2% among 360,000; AID 651654;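 active = mean lysis activity across replicates of at least 80%, whatever share of replicates individually reach that level; inactive = mean lysis activity below 80%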
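Material: C. neoformans cells | Amount: Yeast cell density of 5 × 10^6 cells/mL | Medium: Fresh YPD growth medium | Dosing: Single dose | Times: Static 4 h at 37 °C with compound, 1 h detection | Detection: AK luminescence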
miR122 inh: miR-122 inhibition in Huh7 cells; Huh7 miR-122 Renilla luciferase sensor, 48 h; neutral wells = 0, positive control = 100; activation (reporter increase), % at 12.5 µM; hit rate 0.3% among 340,000;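 active = mean replicate activation score at least 90 and every replicate individually at or above 90; inconclusive = only one of the two criteria met; inactive = neither criterion met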;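 also: higher luciferase means less miR-122 activity so hits act as miR-122 inhibitors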
Starred values were filed as active, the others as inactive; [ ] = another dose, or the depositor's remark.

Screening CCc1ccc(OCC(=O)NNC(=O)CSc2ncnc3sc(C)c(C)c23)cc1 returned FN deposition inh 7, LGR2 inh -6, PGC1a acetyl inh -6, Cneo AK release 0 and miR122 inh -10.
C[C@@H]1CN([C@@H](C)CO)S(=O)(=O)c2ccc(-c3ccccc3F)cc2O[C@H]1CN(C)C was read as PAX8 reporter -4, EWS-Fli inh -2, LGR2 inh -1, PGC1a acetyl inh -1, CASP6 VEID inh 3, Cneo AK release 0 and miR122 inh 4[16.7 µM].
For Cc1nc2sc(-c3ccccc3)nn2c(=O)c1Br the results were PAX8 reporter -146, EWS-Fli inh -11, FN deposition inh -3, PGC1a acetyl inh 6, CASP6 VEID inh -2, Cneo AK release 0 and miR122 inh -1.
For N#Cc1ccc(C(=O)N(Cc2ccccc2)c2ccccc2)cc1 the results were PAX8 reporter -8, EWS-Fli inh 5, FN deposition inh -2, LGR2 inh -7, PGC1a acetyl inh -10, CASP6 VEID inh 3, Cneo AK release 2 and miR122 inh -4.
Screening COc1ccc(-c2cc(C(=O)N3CCCCCC3)c3ccccc3n2)cc1 returned PAX8 reporter -22, EWS-Fli inh -14, FN deposition inh -8, LGR2 inh -27 and CASP6 VEID inh 10.
Screening CC(=O)Nc1ccc(S(=O)(=O)Nc2ccc(S(=O)(=O)Nc3ncccn3)cc2)cc1 returned PAX8 reporter 2, EWS-Fli inh -2, FN deposition inh -18, LGR2 inh -10, PGC1a acetyl inh 5, CASP6 VEID inh 3, Cneo AK release 0 and miR122 inh 0.
C[C@H]1CN([C@@H](C)CO)C(=O)c2cc(-c3cccc(C#N)c3)cnc2O[C@@H]1CN(C)Cc1cccnc1 was read as PAX8 reporter -53, EWS-Fli inh -3, FN deposition inh 7, LGR2 inh -7, PGC1a acetyl inh 5, CASP6 VEID inh -2, Cneo AK release 53 and miR122 inh -6[16.7 µM].
For COc1ccc(-c2cnc3c(c2)C(=O)N([C@@H](C)CO)C[C@H](C)[C@H](CN(C)Cc2ccccc2)O3)cc1 the results were EWS-Fli inh -20, FN deposition inh 11, LGR2 inh 1, PGC1a acetyl inh -8, CASP6 VEID inh 0, Cneo AK release 0 and miR122 inh -4[16.7 µM].
Screening CC1(C(=O)Nc2ccc3c(c2)OCCO3)CN(S(C)(=O)=O)CC(=O)N1CCc1c[nH]c2ccccc12 (centres undefined) returned PAX8 reporter 16, EWS-Fli inh 0, FN deposition inh 3, LGR2 inh 11 and CASP6 VEID inh -1.
Cc1cc(C(=O)Nc2ccc3c(c2)C(=O)N(C)[C@@H]2CC[C@@H](CC(=O)N[C@H](C)c4ccccc4)O[C@@H]2CO3)no1 was read as PAX8 reporter 17, EWS-Fli inh -3, FN deposition inh 2, LGR2 inh 5, PGC1a acetyl inh 3, CASP6 VEID inh 0, Cneo AK release 8 and miR122 inh -17[16.7 µM].
`CC1(C)C=C2[C@H]3CC[C@@H]4[C@@]5(C)CCC(=O)C(C)(C)[C@@H]5CC[C@@]4(C)[C@]3(C)CC[C@@]2(C(=O)O)CC1` gave PAX8 reporter 9, EWS-Fli inh 2, FN deposition inh -11, PGC1a acetyl inh 5, CASP6 VEID inh 1, Cneo AK release 2 and miR122 inh 10.
COc1ccc(OC)c(NC(=O)COC(=O)/C=C/c2ccco2)c1 was read as PAX8 reporter 2, EWS-Fli inh 0, FN deposition inh -3, LGR2 inh -4, PGC1a acetyl inh -1, CASP6 VEID inh 25, Cneo AK release 0 and miR122 inh 5.
Screening CNC(=O)NC(=O)COC(=O)c1ccccc1OCc1ccccc1 returned PAX8 reporter 6, EWS-Fli inh 3, FN deposition inh 7, LGR2 inh -5, PGC1a acetyl inh 5, CASP6 VEID inh -1, Cneo AK release -1 and miR122 inh -7.
Screening CCCCc1c(C)nc2nc(SCc3ccc(Cl)cc3)[nH]n2c1=O returned PAX8 reporter 5, EWS-Fli inh 7, FN deposition inh -7, LGR2 inh -8, PGC1a acetyl inh 6, CASP6 VEID inh 3, Cneo AK release 2 and miR122 inh 0.
Screening CO[C@@H]1CN(C)C(=O)c2ccc(NC(=O)Nc3ccccc3Cl)cc2OC[C@@H](C)N(Cc2ccccc2C(=O)O)C[C@H]1C returned PAX8 reporter -7, EWS-Fli inh 10, FN deposition inh 0, LGR2 inh 23, PGC1a acetyl inh -1, CASP6 VEID inh 1 and Cneo AK release 0.
`CCCCNCc1nc2ccccc2c(=O)[nH]1` gave PAX8 reporter -21, EWS-Fli inh 2, FN deposition inh 0, PGC1a acetyl inh 11 and CASP6 VEID inh -1.
For CCC(=O)N1CC[C@@H]2[C@H]1c1cc(-c3ccccc3)ccc1N[C@@H]2CO the results were PAX8 reporter -3, EWS-Fli inh -9, FN deposition inh -14, LGR2 inh -20, PGC1a acetyl inh -2, Cneo AK release -5 and miR122 inh -13[16.7 µM].
`O=C(c1ccncc1)N1C[C@@H]2N[C@H](C1)C2c1ccc(-c2ccncc2)cc1` (some centres undefined) gave PAX8 reporter -2, EWS-Fli inh -3, FN deposition inh -3, LGR2 inh -6, PGC1a acetyl inh 6 and CASP6 VEID inh 5.
Cc1nnc(SCc2cc([N+](=O)[O-])cc3c2OCOC3)n(N)c1=O was read as PAX8 reporter 14, EWS-Fli inh 0, FN deposition inh 9, LGR2 inh -6, PGC1a acetyl inh -11, CASP6 VEID inh 5 and miR122 inh -1.
CC(C)Cn1c(SCC(=O)N2CC(=O)Nc3ccccc32)nc2ccccc21 was read as PAX8 reporter 26, FN deposition inh -1, LGR2 inh 1, PGC1a acetyl inh 3 and miR122 inh 0.
Screening CNC[C@H]1Oc2cc(-c3cccc(C(=O)N(C)C)c3)ccc2S(=O)(=O)N([C@H](C)CO)C[C@@H]1C returned PAX8 reporter -8, EWS-Fli inh 0, LGR2 inh -6, PGC1a acetyl inh -19, CASP6 VEID inh 0, Cneo AK release 9 and miR122 inh 5[16.7 µM].
O=S(=O)(NCc1cc(-c2ccccc2)no1)c1ccccc1Cl was read as PAX8 reporter 12, EWS-Fli inh -5, FN deposition inh -15, LGR2 inh -12, PGC1a acetyl inh -16, CASP6 VEID inh 3 and miR122 inh 12.
`CCCC1CCc2[nH]nc(C(=O)NN)c2C1` (centres undefined) gave PAX8 reporter -48, EWS-Fli inh -14, FN deposition inh -12, LGR2 inh -23, PGC1a acetyl inh -1, CASP6 VEID inh -2, Cneo AK release 0 and miR122 inh -5.
For C[C@@H]1CN([C@H](C)CO)C(=O)c2cccc(NC(=O)c3nc4ccccc4s3)c2O[C@@H]1CN(C)CC1CCCCC1 the results were EWS-Fli inh -8, FN deposition inh -9, LGR2 inh 12, PGC1a acetyl inh inconclusive, CASP6 VEID inh -1, Cneo AK release 51 and miR122 inh 0[16.7 µM].
Brc1ccc(CN2C3=NCCCN3c3ccccc32)cc1 was read as PAX8 reporter 8, EWS-Fli inh 10, FN deposition inh -7, LGR2 inh 6 and CASP6 VEID inh -5.
For CCn1cc(C(=O)N2CCc3ccccc32)c(=O)c2cc(S(=O)(=O)N3CCCC3)ccc21 the results were PAX8 reporter 32, EWS-Fli inh 11, FN deposition inh -3, LGR2 inh 6 and CASP6 VEID inh -2.
COCC#Cc1ccc([C@@H]2[C@H]3CN(C(=O)COC)CCCCN3[C@H]2CO)cc1 was read as PAX8 reporter -12, EWS-Fli inh -5, LGR2 inh -6, PGC1a acetyl inh 0, CASP6 VEID inh 32, Cneo AK release -2 and miR122 inh -2[16.7 µM].
`O=C(COc1cccc(F)c1)Nc1nc(-c2ccccn2)cs1` gave PAX8 reporter -23, EWS-Fli inh 0, FN deposition inh 14, CASP6 VEID inh 2, Cneo AK release 20 and miR122 inh 7.
For CCc1cccc(NS(=O)(=O)c2c(C)n[nH]c2C)c1 the results were FN deposition inh -9, PGC1a acetyl inh 5, Cneo AK release -5 and miR122 inh 13.
`CCc1ccc(C(=O)NNC(=O)c2n[nH]c(=O)c3ccccc23)cc1` gave PAX8 reporter -9, EWS-Fli inh 0, FN deposition inh 2, LGR2 inh 13, CASP6 VEID inh 4 and Cneo AK release 1.
Screening COc1ccc(Cn2c(=O)[nH]c3cc(C(=O)NCCc4ccc(S(N)(=O)=O)cc4)ccc3c2=O)cc1 returned PAX8 reporter -8, EWS-Fli inh -6, FN deposition inh -5, LGR2 inh 14, PGC1a acetyl inh 3 and CASP6 VEID inh -1.
O=C(C[C@H]1CC[C@H]2[C@@H](COC[C@@H](O)CN2Cc2cccc(-c3ccncc3)c2)O1)N1CCOCC1 was read as PAX8 reporter 22, EWS-Fli inh 6, FN deposition inh -1, LGR2 inh 9, PGC1a acetyl inh -7, CASP6 VEID inh 7, Cneo AK release 1 and miR122 inh -2[16.7 µM].
CC(=O)N(C)C[C@@H]1Oc2cc(Br)ccc2S(=O)(=O)N([C@@H](C)CO)C[C@@H]1C was read as EWS-Fli inh -10, FN deposition inh -5, LGR2 inh -1, PGC1a acetyl inh -7, CASP6 VEID inh -1, Cneo AK release 49 and miR122 inh 12[16.7 µM].
`C=CCn1c(SCC(N)=O)nc2nc3c(cc2c1=O)COC(C)(C)C3` gave PAX8 reporter -10, EWS-Fli inh 2, FN deposition inh -7, LGR2 inh -17, PGC1a acetyl inh 4, CASP6 VEID inh -2 and Cneo AK release 0.
For N/C(=N\OC(=O)c1cccnc1)c1ccc(Cl)cc1Cl the results were PAX8 reporter -66, EWS-Fli inh -35, LGR2 inh -35 and CASP6 VEID inh -1.
Cc1cc(C)c(NC(=O)CSc2ccc(-c3cccnc3)nn2)c(C)c1 was read as PAX8 reporter 3, EWS-Fli inh 4, FN deposition inh -4, LGR2 inh 9, PGC1a acetyl inh -7 and CASP6 VEID inh 3.
Screening CCC1CCCCN1CCCNC(=O)CCCOc1cc(=O)n(C)c2ccccc12 (centres undefined) returned PAX8 reporter 8, EWS-Fli inh 13, LGR2 inh 1 and CASP6 VEID inh -5.
Screening Cc1nc(-[n+]2nc(-c3ccncc3)nn2-c2ccccc2)sc1C returned PAX8 reporter 34, EWS-Fli inh -5, FN deposition inh -1, LGR2 inh 14 and CASP6 VEID inh 16.
Screening CN(Cc1ccccc1)C(=O)c1ccccc1C(=O)O returned PAX8 reporter -2, EWS-Fli inh 2, FN deposition inh 0, LGR2 inh 24, PGC1a acetyl inh 8, CASP6 VEID inh 1, Cneo AK release 1 and miR122 inh -13.
`Cc1cccc(NC(=O)c2cc3c(=O)n4ccccc4nc3n(CC(C)C)c2=N)c1` gave PAX8 reporter -12, EWS-Fli inh 24, FN deposition inh -8, LGR2 inh 0, PGC1a acetyl inh -5, CASP6 VEID inh -3, Cneo AK release -1 and miR122 inh 2.
Nc1c(-c2cccs2)cnn1-c1nc(-c2ccc(F)cc2)cs1 was read as FN deposition inh -3, PGC1a acetyl inh -3, Cneo AK release 0 and miR122 inh 7.
Screening COCCCN1C(=O)/C(=C\c2cccs2)C(C(=O)OC)=C1C returned PAX8 reporter 17, EWS-Fli inh 6, FN deposition inh -2, LGR2 inh -1, CASP6 VEID inh -1 and Cneo AK release -2.
Screening CCN(C[C@H]1N[C@@](C)(C(=O)OC)[C@H]2C(=O)N(Cc3ccccc3)C(=O)[C@@H]12)C(=O)Nc1ccc(Cl)cc1 returned PAX8 reporter -6, EWS-Fli inh 9, FN deposition inh 8, LGR2 inh -8, CASP6 VEID inh 1 and Cneo AK release 2.

Outcome played no part in choosing rows. Share with any hit: about 2.5%.
